TSHR antagonist: antagonists of human thyroid stimulating hormone receptor | P16473 | TSHR-expressing cells, TSH-stimulated cAMP HTRF, 2 h; active compounds read low | activity change, negative = inhibition, % at 11.5 µM | 330,000 compounds, 0.2% hits | AID 504810;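 active = activity change below a set negative limit, meaning inhibition stronger than a set level, cut at about -70% in these data; inconclusive = activity change between two set negative limits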; note: % is set by controls: 0 for no effect and ±100 for the full control effect
Target sequence (P16473 whole entry, looked up): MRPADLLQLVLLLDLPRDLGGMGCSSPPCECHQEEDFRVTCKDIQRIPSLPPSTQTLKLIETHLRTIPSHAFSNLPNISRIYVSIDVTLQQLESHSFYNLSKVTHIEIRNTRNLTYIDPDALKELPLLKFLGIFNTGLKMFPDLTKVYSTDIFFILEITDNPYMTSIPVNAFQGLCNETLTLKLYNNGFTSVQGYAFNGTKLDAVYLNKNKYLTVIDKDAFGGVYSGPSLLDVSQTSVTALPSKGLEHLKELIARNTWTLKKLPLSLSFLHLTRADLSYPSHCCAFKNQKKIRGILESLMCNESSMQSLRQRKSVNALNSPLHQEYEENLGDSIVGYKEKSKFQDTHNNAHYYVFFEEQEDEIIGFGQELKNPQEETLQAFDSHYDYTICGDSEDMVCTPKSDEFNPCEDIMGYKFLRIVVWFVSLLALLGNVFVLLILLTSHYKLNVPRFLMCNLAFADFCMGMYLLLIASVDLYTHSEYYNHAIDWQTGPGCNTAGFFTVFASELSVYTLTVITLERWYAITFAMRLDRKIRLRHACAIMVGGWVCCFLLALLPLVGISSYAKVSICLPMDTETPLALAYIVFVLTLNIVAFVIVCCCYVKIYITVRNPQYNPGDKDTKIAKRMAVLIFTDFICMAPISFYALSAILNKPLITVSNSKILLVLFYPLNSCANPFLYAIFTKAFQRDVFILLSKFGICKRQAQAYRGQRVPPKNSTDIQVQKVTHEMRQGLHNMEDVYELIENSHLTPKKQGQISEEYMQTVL
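TSHR-expressing cells were treated with compounds, then stimulated with TSH at EC80 (4nM final) for 2 hours at 37 deg C. Cellular cAMP was measured by HTRF competition between lysate cAMP and cAMP-d2 for a cryptate-labelled anti-cAMP antibody.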
Giardia killer: Giardia lamblia killing | Giardia lamblia trophozoite viability | activity change, % at 7.66 µM, hits read low | 340,000 compounds, 0.15% hits | AID 540267; in the data active = activity change below about -80%; inconclusive = between about -30% and that limit;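 note: parasites exposed to compound for two days anaerobically before the ATP read; % is set by controls: 0 for no effect and ±100 for the full control effect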
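Killing of trophozoites was scored by loss of ATP luminescence after a 48 hrs anaerobic exposure to compounds at 37 deg C, using 100 cells per well.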
GALK inhibitor: blocks human galactokinase activity. Potency, µM (top dose mostly 57.5 µM), inactives show top-dose activity change, negative = inhibition, usual class: inhibitors. Purified GALK, Kinase-Glo residual ATP luminescence. P51570. 270,000 compounds, 0.007% hits; note: potency is the fitted concentration of half-maximal effect; % is set by controls: 0 for no effect and ±100 for the full control effect
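Galactose (100 uM) and ATP (35 uM) were turned over by 5 nM GALK for 1 h at RT. Kinase-Glo Plus then converted the remaining ATP into a luminescent signal.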
hERG WT inh: KCNH2 (human, wildtype) channel inhibition. Q12809. U2OS, BacMam KCNH2, thallium flux FluxOr; active compounds read low. activity change, % at 1.84 µM. 340,000 compounds, 0.37% hits;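 active = maximum activity change below -70%; inconclusive = maximum activity change between -70% and -50%; inactive = maximum activity change above -50%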; note: % is set by controls: 0 for no effect and ±100 for the full control effect
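U2OS cells were transduced with wild-type KCNH2 virus (2.03 x 10^8 / mL) for 4 h at room temperature, then cultured overnight at 37 C. Thallium flux was read with FluxOr dye. Rate constants were normalized to DMSO controls.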
BCR signal inh: inhibitors of chronic active B-cell receptor signaling | 340,000 compounds, 0.05% hits | Potency, µM (series often up to 46.1 µM), for the others: at the highest dose ratio change, negative = lower green/red ratio, usual class: inhibitors | ABC-DLBCL IkBa-CBG/CBR reporter, luminescence ratio, 4 h; active = well fitted inhibition curve with a large enough effect in the signal ratio, with a control signal flat, not every such curve was filed as active; inconclusive = small, poorly fitted or top-dose-only effect, or effect the other way, or a change in a side signal; the % refers to the signal ratio;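 note: potency is the fitted concentration of half-maximal effect; plate controls were basal doxycycline-induced cells for no effect and cells given 10 µM MG132 for full effect; MG132 reads +100%, hits lower the ratio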
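Concentration-response series (up to 46 uM) were applied to TMD8 dual-reporter cells for 4 h at 37C with doxycycline. Green/red ratio, after filter-overlap correction, defined %Activity; red signal alone was normalised to basal cells and zero luminescence.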
Coupling enz: coupling enzyme interference in Giardia aldolase counter-screen | coupling enzyme system counterscreen, AmpLite Red fluorescence | activity change, negative = inhibition, % at 58.2 µM, hits read low | 290,000 compounds, 0.67% hits | AID 2472; in the data active = activity change below about -30%; note: % is set by controls: 0 for no effect and ±100 for the full control effect
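Counterscreen lacking aldolase: glyceraldehyde-3-phosphate coupling-enzyme reagent preincubated 10 min at RT with compound (at 57.5 uM final), then substrate/coupling system with AmpLite Red added; fluorescence read at 525/598 nm after 20 min RT.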
TCR act: T cell receptor activation. primary human leukocytes, anti-CD3, IL-2 HTRF, 48 h. Potency, µM (doses to about 9.22 µM), inactives show at the highest dose activation of IL-2 secretion, actives largely listed as activators. AID 504894. 330,000 tested, under 10 active; note: % of control where 0% means no effect
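HTRF read-out of IL-2 secretion: europium cryptate donor excited at 320nm, d2 acceptor emission at 665nm. Cells were primary human leukocytes incubated 48 hr with compounds and a-CD3 beads, supplying TCR signal only.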
Tb PFK block: inhibitors of T. brucei phosphofructokinase. T. brucei PFK, ADP-Glo luminescence. Potency, µM (titrated, usually from 57.5 µM), without a hit: top-dose activity, negative = inhibition, hits mostly inhibitors. 330,000 compounds, 0.17% hits. AID 485367;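 note: potency is the fitted concentration of half-maximal effect; 0% = uninhibited 1x PFK enzyme wells and -100% = no-enzyme wells; nearly all actives have a fitted effect of over 60% in size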
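In TEA buffer at pH 8.0 with 5 mM MgCl2, enzyme (1.25 nM) converted F6P (0.5 mM) and ATP (0.1 mM) for 45 min at room temperature. ADP product was read by luciferase luminescence.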
A-T KAP1 phos: potential ataxia-telangiectasia treatment | AID 485349 | Potency, µM (top dose mostly 57.5 µM), without a hit: at the highest dose activation, most hits filed as activators | 320,000 compounds, 0.19% hits | […] A-T fibroblasts, KAP-1 phosphorylation AlphaLISA; neocarzinostatin DNA damage 30 min before lysis; note: potency is the fitted concentration of half-maximal effect; % of control where 0% means no effect; nearly all actives have a fitted effect of over 45% in size
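ATM-like activity read as KAP-1 phosphorylation via AlphaLISA donor/acceptor antibody pairs after lysis and 6 hr at 25C. Cells were ATM-null patient fibroblasts ([…], hTERT), dosed 60 min, then exposed to the DSB inducer NCS for 30 min.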
MLL CXXC-DNA inh: MLL CXXC-DNA interaction inhibition. AID 2662. MLL-CXXC / FITC-HOXA9 DNA fluorescence polarization. Potency, µM (series often up to 115 µM), without a hit: at the top dose activity change, negative = inhibition, most hits filed as inhibitors. Q03164. 290,000 compounds, 0.037% hits; active = well fitted inhibition curve with a large enough effect in the polarisation, with a control signal flat, not every such curve was filed as active; inconclusive = small, poorly fitted or top-dose-only effect, or effect the other way, or a change in a side signal; inactive = no such curve, though single readings can be large or run the other way; the % refers to the polarisation; note: potency is the fitted concentration of half-maximal effect
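Fluorescence polarization: 7 uM MLL-CXXC (stock) preincubated 5 min with compounds, then 50 nM fluorescein-HOX-A9 DNA (stock) added; 30 min ambient. Buffer 50 mM Tris-HCl pH 7.5, 50 mM NaCl, 1 mM DTT, 0.05% BSA.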
Starred values were filed as active, the others as inactive; i = inactive; ? = inconclusive; / = not tested or not shown; [ ] = remark or other dose. Unless noted, calls come from the whole dose curve; as a rule, active = well fitted curve in the direction sought with a large enough effect; inconclusive = small, poorly fitted or top-dose-only effect, or another doubt; inactive = no such curve, though single readings can be large; an effect the other way counts as inactive or inconclusive.

SMILES	TSHR antagonist	Giardia killer	GALK inhibitor	hERG WT inh	BCR signal inh	Coupling enz	TCR act	Tb PFK block	A-T KAP1 phos	MLL CXXC-DNA inh
COc1ccc(Cl)cc1NC(=O)c1cccc(NC(=O)CCC(=O)O)c1	-7	-8	1%	-3	0%	-2	4%[46.1 µM]	-4%	/	-2%
O=C(Nc1ccc(C(=O)NCCCN2CCN(c3ccc(F)cc3)CC2)cc1)C1=CSCCO1	-2	1	-5%	48	-21%	/	-5%	-3%	-4%	10%
c1ccc2c(c1)nc(-c1ccncc1)n2CCNc1nc(CN2CCCCC2)cs1	24	18	/	2	2%	-1	-5%	-1%	10%	16%
CN(Cc1cccs1)C(=O)CSc1nc2ccccc2[nH]1	41	-10	-1%	-23	-2%	2	2%	0%	2%	0%
N#C/C(=C/c1ccc(F)cc1)c1nc(CCN2C(=O)c3ccccc3C2=O)cs1	-9	12	0%	-1	1%	0	0%	0%	-7%	3%
Cc1ccn2c(NC3CCCCC3)c(C)nc2c1	0	-14	0%	1	-2%	4	0%	-7%	-4%	2%
Cc1cccc(NC(=O)C2CCN(S(=O)(=O)c3c(C)noc3C)CC2)c1	3	6	3%	12	0%	2	4%	2%	0%	-5%
O=C1C2CCCCC2C(=O)N1c1nccs1 (configuration not stated)	-4	-28	8%	-2	1%	2	6%	-2%	8%	3%
Nn1c(SCC(=O)NC(=O)Nc2ccc3c(c2)OCCO3)nnc1C1CC1	-5	-8	9%	1	1%	-1	2%	0%	1%	-8%
Cc1ccc(S(=O)(=O)N(C)C)cc1NC(=O)C(C)OC(=O)c1ccc2c(c1)OCCO2 (configuration not stated)	-30	-20	0%	-9	0%	-1	-5%	1%	15%	39%[activator]
Cc1n[nH]c(=S)n1/N=C/c1ccc(-c2ccccc2[N+](=O)[O-])o1	-6	-2	-2%	0	?	-4	-4%	17%	-6%	16%
CCOC(=O)C1CCCN(C(=O)c2ccc3c(c2)NC(=O)C(N2CCOCC2)S3)C1 (configuration not stated)	11	-1	3%	7	3%	2	4%	-1%	9%	0%
CCc1c(C)nc2ncnn2c1Nc1ccc(C)cc1	-9	16	-1%	-6	-8%	-1	-3%	4%	18%	-2%
CN(CP(=O)(O)CCc1ccccc1)S(C)(=O)=O	9	16	5%	-5	-1%	-1	1%	0%	5%	3%
COc1ccccc1/C=C(/CC(=O)NCc1ccc2c(c1)OCO2)c1nc2ccccc2s1	-11	4	1%	-1	-1%	2	1%[46.1 µM]	11%	0%	-3%
Clc1ccc(-c2nc3ccccn3c2CN2CCOCC2)cc1	30	-5	2%	-12	13%	-3	0%	-3%	11%	-9%
Nc1ncncc1-c1ccc([N+](=O)[O-])cc1	-19	-10	6%	13	-11%	0	2%	-2%	3%	8%
COc1cc(/C=C/C(=O)OCC(=O)NCCCc2ccccc2)ccc1O	/	-17	/	-24	-1%	/	-5%	3%	-3%	/
COC(=O)c1ccc(NC(=O)CSc2nc(C)cc(=O)[nH]2)cc1	-4	5	2%	4	3%	16	1%	1%	/	1%
CCOc1ccc(S(=O)(=O)n2c(C)nc3ccccc32)cc1	0	-1	-2%	4	0%	5	0%[46.1 µM]	-12%	-6%	9%
c1ccc2c(c1)OCC(CNc1ncnc3nc[nH]c13)O2 (configuration not stated)	-8	1	0%	-16	-5%	0	0%[46.1 µM]	1%	6%	16%
CCOCCCNC(=O)CCc1ccc(-n2cnc3cccnc32)cc1	-4	29	-2%	7	4%	1	-65%	0%	0%	8%
COc1ccc(C(=O)CC(=O)C(=O)Nc2ccc(C)cc2Cl)cc1	9	-4	-2%	6	?	1	-1%	-2%	4%	7%
O=C1NC2(CCCCC2)C(=O)N1CC(=O)N(Cc1ccccc1)c1ccccc1	-6	47[activator]	-4%	-7	-6%	/	4%	0%	-3%	-2%
CCCCCCC(NC(=O)c1ccc(C)cc1)C(=O)O (configuration not stated)	29	0	/	-12	2%	/	-8%[46.1 µM]	-3%	7%	/

A draw from above in order of molar mass, falling.
SMILES	TSHR antagonist	Giardia killer	GALK inhibitor	hERG WT inh	BCR signal inh	Coupling enz	TCR act	Tb PFK block	A-T KAP1 phos	MLL CXXC-DNA inh
O=C(Nc1ccc(C(=O)NCCCN2CCN(c3ccc(F)cc3)CC2)cc1)C1=CSCCO1	-2	1	-5%	48	-21%	/	-5%	-3%	-4%	10%
COc1ccccc1/C=C(/CC(=O)NCc1ccc2c(c1)OCO2)c1nc2ccccc2s1	-11	4	1%	-1	-1%	2	1%[46.1 µM]	11%	0%	-3%
COc1ccc(Cl)cc1NC(=O)c1cccc(NC(=O)CCC(=O)O)c1	-7	-8	1%	-3	0%	-2	4%[46.1 µM]	-4%	/	-2%

(cont.)
SMILES	TSHR antagonist	Giardia killer	GALK inhibitor	hERG WT inh	BCR signal inh	Coupling enz	TCR act	Tb PFK block	A-T KAP1 phos	MLL CXXC-DNA inh
O=C1/C(=C/c2cccs2)COc2ccccc21	-6	-9	1%	22	5%	3	-4%[46.1 µM]	-5%	2%	10%
COc1ccc(NC(=O)Cc2ccccc2F)cn1	1	3	6%	4	8%	0	-11%	-1%	0%	-5%
Cc1cc2n(n1)C(c1ccc3c(c1)OCO3)Nc1c(C)cccc1-2 (configuration not stated)	-3	-6	0%	-3	-2%	-2	-8%	-1%	4%	-11%
Cc1cc(C)cc(C(=O)Nc2ccncc2)c1	8	9	7%	-4	-10%	2	-4%	-1%	13%	-4%
O=c1[nH]c2ccc(F)cc2[nH]c1=O	-8	-28	5%	i	13%	-4	2%	2%	3%	-3%
Cc1ccc(NC(=O)CN(c2ccc(Cl)cc2)S(=O)(=O)c2cc([N+](=O)[O-])ccc2Cl)cc1	-9	-20	3%	-2	-3%	-6	-1%[46.1 µM]	0%	-2%	3%
CCOC(=O)C1CCN(C(=S)NC(=O)c2cccs2)CC1	-2	4	-2%	3	9%	0	7%	-2%	0%	-26%
Nc1c(N(CCC2=CCCCC2)C(=O)c2ccccc2F)c(=O)[nH]c(=O)n1Cc1ccccc1	-4	3	/	-1	2%	/	-1%	0%	0%	/
O=C(Nc1ccc(F)cc1F)c1cc2ncc(Br)cn2n1	5	/	1%	/	-10%	-3	/	-5%	6%	-13%
CN(c1ccc(C(=O)NCCSC(C)(C)C)cc1)S(C)(=O)=O	-1	-10	0%	3	-5%	1	-3%	1%	3%	3%
O=C(COc1ccc(Cl)cc1)NCCCNC(=O)c1ccncc1	4	-7	0%	6	-1%	-2	4%	1%	1%	19%
Cc1nn(C)cc1NC(=O)c1cc2nc(-c3ccco3)cc(C(F)(F)F)n2n1	1	20	5%	-2	16%	1	-7%	-2%	-5%	0%
CC1CCCC(C)N1C(=O)CSc1nnc(COc2cccc3cccnc23)o1 (configuration not stated)	-15	?	-1%	7	?	2	-2%	0%	9%	8%
CCOC(=O)C1=C(N)Oc2cc(O)ccc2C1c1ccc([N+](=O)[O-])cc1 (configuration not stated)	-9	0	-1%	5	?	-13	/	-9%	-2%	3%
CNC(=S)n1cnc(N)n1	-48	-4	3%	0	0%	3	-2%	0%	-8%	?
CN1C=CC=C/C1=C1\SC(=S)N(C2CCCCC2)C1=O	5	-14	2%	18	?	2	5%	-3%	-9%	-4%
COc1ccccc1-c1sc2ccccc2c1-c1ccc(C(C)=O)cc1	-4	4	/	/	29%	-1	-7%	2%	16%	-2%
CC(=O)NCC(=O)NC1CCCc2c1cnn2-c1ccccc1F (configuration not stated)	-6	-17	4%	5	0%	1	15%	3%	5%	-12%
CCN(CC(=O)Nc1cccc(F)c1)CC(=O)Nc1ccccc1OC	-2	-20	-1%	12	0%	-2	3%	-2%	-5%	3%
COc1ccc(-c2cc(C(=O)NC(Cc3cc4ccccc4[nH]3)C(=O)O)c(C)o2)cc1OC (configuration not stated)	-5	9	6%	1	?	1	0%	-5%	1%	3%

Taken from above.
CC(=O)NCC(=O)NC1CCCc2c1cnn2-c1ccccc1F (configuration not stated) in MLL CXXC-DNA inh → -12%
Cc1cc(C)cc(C(=O)Nc2ccncc2)c1 in A-T KAP1 phos → 13%
CCN(CC(=O)Nc1cccc(F)c1)CC(=O)Nc1ccccc1OC in Tb PFK block → -2%
COc1ccc(C(=O)CC(=O)C(=O)Nc2ccc(C)cc2Cl)cc1 in Coupling enz → 1
CNC(=S)n1cnc(N)n1 in hERG WT inh → 0
c1ccc2c(c1)nc(-c1ccncc1)n2CCNc1nc(CN2CCCCC2)cs1 in TSHR antagonist → 24
O=C(Nc1ccc(C(=O)NCCCN2CCN(c3ccc(F)cc3)CC2)cc1)C1=CSCCO1 in TCR act → -5%
